rat mGlu8 modulation = rat mGlu8 modulation via Gqi9 calcium signal, confirmation, counter-screen for GIRK activator project, cell-based, HEK293 rmGlu8, Gqi9 chimera | Metabotropic glutamate receptor 8 (Rattus norvegicus) | HEK293 rmGlu8/Gqi9 calcium flux, Fluo-4 fluorescence; glutamate at EC20 added after compound | calls only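 (single compound addition from 20 µM solution with 0.2% DMSO)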 | hit rate 4% among 2,100;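 active means calcium fluorescence trace judged by eye to show a response, as agonist, enhancer of the glutamate response, or inhibitor; inactive means trace judged by eye to show no response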
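system = HEK-293 cells stably expressing rat mGlu8, plus transient chimeric Gqi9 | measured by = Fluo-4 calcium fluorescence, 1 Hz | timing = compound pre-exposure 4 min, post-glutamate read 2 min | measure = F/F0 fluorescence traces judged visually for each well | medium = HEPES-buffered HBSS at pH 7.4 | doses = single compound addition from 20 µM solution, 0.2% DMSO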
Calls only; i = inactive; + = active, no number. These rows are one share of the data. The share of hits here may be higher or lower than overall.

item	canonical_smiles	rat mGlu8 modulation
1	CN(C)CCCN1C(=O)c2oc3ccccc3c(=O)c2C1c1cccs1 (stereo not given)	i
2	COc1cccc(NC(=O)NCCCSC2CCCCC2)c1	i
3	COc1ccc(/C=N\NC(=S)SCN2C(=O)C3CCC(C)(C2=O)C3(C)C)cc1 (stereo not given)	i
4	O=C(C1CCN(c2ncnc3c2sc2cccc(F)c23)CC1)N1CCOCC1	i
5	Fc1ccc(CSc2nc3ccccc3[nH]2)c2ccccc12	i
6	CCN(CC)CC(O)COc1ccccc1C(=O)CCc1ccccc1 (stereo not given)	i
7	O=C(CSc1nnc(-c2cccnc2)o1)OC1CCCCC1	i
8	O=c1c2ccc(Cl)cc2nc(-c2cccc(C(F)(F)F)c2)n1O	i
9	CCCCn1c(SCc2nc(N)nc(Nc3ccccc3C)n2)nc2ccccc2c1=O	i
10	Cc1c(NC(=S)NC(NC(=O)CC(C)C)C(Cl)(Cl)Cl)c(=O)n(-c2ccccc2)n1C (stereo not given)	i
11	CN(C)CCNC(=O)c1cc2c(s1)-c1ccccc1OC2	i
12	COc1ccc(CNc2nc(-c3cccnc3)nn2C(=O)c2ccco2)cc1	+
13	COc1ccc2c(c1)Sc1ccccc1N2CCN(C)C	i
14	CC/C(=N\NC(=S)Nc1ccc(OC)cc1)c1ccc(OC(F)F)cc1	i
15	CCCCN(C)C1=CC2=CC(=C(C#N)C#N)CCC2CC1 (stereo not given)	i
16	CC(NC(=O)C1CC=CCC1C(=O)O)C1CC2CCC1C2 (stereo not given)	i
17	Cc1ccccc1NC1=NC(=S)N(c2ccccc2)C12CCOC(C)(C)C2 (stereo not given)	i
18	O=C1CC(C(=O)Nc2ccc(Br)cc2)C2(CCCC2)O1 (stereo not given)	i
19	CCCC(=O)Nc1ccc(NC(=O)C23CC4CC(CC(C4)C2)C3)cn1	i
20	CCOc1ccc(NC(=O)Nc2cc(C)ccc2OC)cc1	i
21	CCCCn1c(=O)[nH]c2nc3cc(N)ccc3nc2c1=O	i
22	COc1cccc(NC(=O)C(Sc2nc3ccccc3c(=O)n2CC(C)C)c2ccccc2)c1 (stereo not given)	i
23	CCOc1ccccc1NC(=O)CSc1nnc(-c2ccccn2)n1Cc1ccco1	i
24	CCOc1ccccc1Cn1c(=O)oc2ccc(C)cc21	i
25	Cc1ccccc1NC(=S)c1nc2ccccc2[nH]1	i
26	CCCCN(CCCC)c1ccc(C(=O)c2ccccc2C(=O)O)c(O)c1	i
27	CCC1c2ccc(C)n2CCN1C(=O)Nc1ccccc1C(=O)OC (stereo not given)	+
28	CSc1cccc(NC(=O)COc2ccccc2)c1	i
29	O=C(NNS(=O)(=O)c1ccccc1F)c1cccc(S(=O)(=O)N2CCOCC2)c1	i
30	COc1cccc(NC(=O)CC2COc3ccccc3O2)c1 (stereo not given)	i

Structures shown so far with four or more nitrogen atoms (6):
item	canonical_smiles	rat mGlu8 modulation
4	O=C(C1CCN(c2ncnc3c2sc2cccc(F)c23)CC1)N1CCOCC1	i
9	CCCCn1c(SCc2nc(N)nc(Nc3ccccc3C)n2)nc2ccccc2c1=O	i
10	Cc1c(NC(=S)NC(NC(=O)CC(C)C)C(Cl)(Cl)Cl)c(=O)n(-c2ccccc2)n1C (stereo not given)	i
12	COc1ccc(CNc2nc(-c3cccnc3)nn2C(=O)c2ccco2)cc1	+
21	CCCCn1c(=O)[nH]c2nc3cc(N)ccc3nc2c1=O	i
23	CCOc1ccccc1NC(=O)CSc1nnc(-c2ccccn2)n1Cc1ccco1	i

Part of the list above, with each value named.
15: CCCCN(C)C1=CC2=CC(=C(C#N)C#N)CCC2CC1 (stereo not given)
  rat mGlu8 modulation: i
19: CCCC(=O)Nc1ccc(NC(=O)C23CC4CC(CC(C4)C2)C3)cn1
  rat mGlu8 modulation: i
12: COc1ccc(CNc2nc(-c3cccnc3)nn2C(=O)c2ccco2)cc1
  rat mGlu8 modulation: +
21: CCCCn1c(=O)[nH]c2nc3cc(N)ccc3nc2c1=O
  rat mGlu8 modulation: i

The list goes on.
item	canonical_smiles	rat mGlu8 modulation
31	COc1ccc(-c2nnc(NC(=O)c3ccc(S(=O)(=O)N4CCCc5ccccc54)cc3)o2)cc1	i
32	Cc1cc(N2CCOCC2)n2nc(C)c(-c3ccccc3)c2n1	i
33	CC(C)CC(=O)Nc1ccccc1-c1nnn(CC(=O)N2CCc3ccccc3C2)n1	i
34	Cc1ccc2c(c1)N(CC(=O)N(Cc1ccccn1)Cc1ccco1)C(=O)C(C(C)C)O2 (stereo not given)	i
35	O=S(=O)(Nc1cc(Cl)ccc1N1CCCCC1)c1cccs1	i
36	O=C(CSc1ccc(-c2ccco2)nn1)c1ccccc1	i
37	Cc1cccc(-n2c(O)c(/C=N/NC(=O)c3ccccc3Cl)c3ccccc3c2=O)n1	i
38	O=C(NNc1ccccc1Br)C(=O)n1ccc2ccccc21	i
39	CC1CCN(c2ccc(NC(=S)NC(=O)c3ccco3)cc2)CC1	i
40	C=C(C)C1CC=C(C)/C(=N/NC(=O)COc2ccc(C)cc2)C1 (stereo not given)	i
41	C=C(C)CNC(=S)N/N=C1\CCCCc2ccccc21	i
42	CCCCCC(=O)NC(=S)NNC(=O)c1ccc([N+](=O)[O-])cc1	+
43	CCNC(=S)Nc1nc2c(cc1C(=O)OCC)CCCC2	+
44	COC(=O)NC(=S)Nc1ccc(Oc2ccc(Cl)cc2Cl)c(Cl)c1	i
45	COc1ccc(C(C)n2c(C)c3c(C)nnc(C)c3c2C)cc1 (stereo not given)	i

Values by screen from the entries so far.
Compounds 9 to 16 in rat mGlu8 modulation, in turn: i, i, i, +, i, i, i, i

An excerpt of these results, with each value named:
#31 COc1ccc(-c2nnc(NC(=O)c3ccc(S(=O)(=O)N4CCCc5ccccc54)cc3)o2)cc1
  rat mGlu8 modulation = i

#32 Cc1cc(N2CCOCC2)n2nc(C)c(-c3ccccc3)c2n1
  rat mGlu8 modulation = i

#33 CC(C)CC(=O)Nc1ccccc1-c1nnn(CC(=O)N2CCc3ccccc3C2)n1
  rat mGlu8 modulation = i
